NOD2 inhibition = NOD2 signaling inhibitors, cell-based, luminescence, uHTS, HEK293 (AID 1566); HEK293 NOD2/NF-kB luciferase reporter, luminescence; higher % means a stronger effect; inhibition, % at 4 µM; hits with a dose series show EC50 in µM; 290,000 compounds, 0.63% hits; in the data active = inhibition above about 50%; also: many of its hits are not listed in these tables
WT yeast gro inh = growth inhibition of WT yeast, mitochondrial fusion screen. mitochondrial fusion phenotypic screen, WT strain. inhibition, % at 10 µM. 190,000 compounds, 2.1% hits; in the data active = inhibition above about 58%; tested in S. cerevisiae
bCat nuc transl = alters nuclear translocation of beta-catenin in HeLa cells; nuclear translocation activity, % at 5 µM; immunofluorescence imaging; 190,000 compounds, 0.3% hits;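 active = nuclear translocation activity above 50% at 5 µM, with a well cell count of 50 or more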;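 also: per-cell ratio of nuclear to cytoplasmic median beta-catenin stain intensity; plate controls were DMSO negative control for no effect and GSK-3 inhibitor IX positive control for full effect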
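assay system = human HeLa cells, endogenous beta-catenin | times = compound treatment 24 h, 37°C, 5% CO2 | detection = Anti-beta-catenin immunofluorescence on PFA-fixed, Triton-permeabilized cells, DAPI nuclei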
Yfh1-depleted yeast = enhancers of respiration in Yfh1-depleted yeast, dose response, Friedreich's ataxia, plus single-dose screen (AID 1465). 220,000 compounds, 0.074% hits. S. cerevisiae Yfh1-off respiration, WST-1 reduction, 72 h; higher fold induction means a stronger effect. one-dose fold induction at 50 µM; EC50 in µM for titrated hits;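 active = fold induction of absorbance versus untreated yeast above a set limit, then at least 30% activation at any dose in follow-up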;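 also: activators that raise dye reduction in frataxin-depleted yeast; strong numbers were not always called active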
Autophagy HCS = autophagy modulation, high-content screen; MEF GFP-LC3 puncta imaging; test concentration mostly 10 µM; calls only at 10 µM (by protocol); 190,000 compounds, 0.98% hits;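 active = percentage of spot-positive cells more than 3 SD above its plate mean, without a fluorescence outlier flag or 80% toxicity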;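 also: spot-positive cell cutoff set from DMSO-treated cells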
Insulin prom up = MIN6 insulin promoter up-regulation; 190,000 compounds, 0.3% hits; MIN6 insulin promoter-GFP reporter, high-content imaging; active compounds read high; z-score at 5 µM;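 active = z-score above 3 at 5 µM with at least 500 cells counted in the well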
MT stabilizer = stabilizes microtubules in HeLa cells; HeLa tubulin immunostaining HCS, 24 h; share of cells brighter than vehicle mean+2SD; % tubulin-high responders, % at 10 µM; 200,000 compounds, 0.83% hits;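 active = plate Z-score above 3 for both tubulin-high and condensed-nucleus cell shares, with cell loss under 80%, at 10 µM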;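 also: anti alpha tubulin signal scored within the nucleus-defined area of each cell; some results filed as inactive read as strong as hits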
Lipid droplet = modulators of hepatic lipid droplet formation. AML12 mouse hepatocytes, oleate lipid droplets, BODIPY imaging. inhibition, % at 6.5 µM. 240,000 compounds, 0.4% hits. AID 1656;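 active = lipid droplet intensity inhibited by at least 50%, with more than 500 cells counted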
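Material: mouse AML12 hepatocyte cell line, fixed after treatment; Timing: compound with oleate, overnight; Technique: high-content imaging of BODIPY-stained droplets and DAPI nuclei; Probe or stimulus: oleate, 100 µM final; Dosing: compound at 6.5 µM only.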
Dynein cargo inh = dynein cargo transport inhibition. AID 1381. 3617.4 mouse cells, GR-EGFP nuclear translocation imaging; test concentration mostly 20 µM; stimulated with dexamethasone, 1 µM; active compounds read low. z-score, hits read low. 220,000 compounds, 0.47% hits;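 active = plate z-score of nuclear minus cytoplasmic receptor signal below a set negative limit, without overly bright fluorescence or cell loss, cut at about -3.5 in these data, passing the limit was not always enough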;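 also: z-score of nuclear minus cytoplasmic ring GR-EGFP intensity difference per well; some compounds called inactive have numbers as strong as hits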
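Buffer or medium: tet-free, stripped-serum medium; reagent: dexamethasone at 1.0 µM final, 30 min; incubation: 48 h induction, 1 h compound, 30 min dex at 37 °C; measured by: formaldehyde fixation, Hoechst nuclear stain, 10x automated fluorescence imaging; read-out: nuclear-to-cytoplasmic GR-EGFP distribution per well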
WT yeast gro inh mutant strain = further read-out of WT yeast gro inh, marked with its call; inhibition, %; mitochondrial fusion phenotypic screen, mutant strain inhibition
Dynein cargo inh cytoplasmic EGFP = further read-out of Dynein cargo inh, marked with its call; z-score; measured here: cytoplasmic GR-EGFP intensity; active compounds read high
Dynein cargo inh nuclear GR-EGFP = second read-out of Dynein cargo inh, no call of its own (marks repeat the call); z-score; measured here: nuclear GR-EGFP intensity;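 lower value marks the stronger effect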
Dynein cargo inh cell count = further read-out of Dynein cargo inh, marked with its call; z-score; measured here: cell count per field
Insulin prom up cell count = further read-out of Insulin prom up, marked with its call; cell count; measured here: cytotoxicity, nuclei count;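 total cells summed across four imaged fields per well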
Lipid droplet cells 6.5 µM = second read-out of Lipid droplet, no call of its own (marks repeat the call); cell count; measured here: cell count, cytotoxicity flag;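 cells counted across two imaged fields per well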
bCat nuc transl cell count 5 µM = second read-out of bCat nuc transl, no call of its own (marks repeat the call); cell count; measured here: cell count, cytotoxicity flag
MT stabilizer Hoechst-high % = recorded beside MT stabilizer, whose call it bears; % Hoechst-high responders; measured here: nuclear condensation Hoechst responders;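 share of cells brighter than vehicle mean plus two SD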
MT stabilizer cytotoxicity % = second read-out of MT stabilizer, no call of its own (marks repeat the call); toxicity, %; measured here: cytotoxicity by cell density;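 0% = mean cell density of plate MIN control wells and 100% = no cells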
Autophagy HCS cell loss 18 h = also measured in Autophagy HCS; calls as there; toxicity, %; measured here: cell loss, nuclei count;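 cell loss after 18 h compound exposure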
The depositor's hits bear a star. These rows are one share of the data. The share of hits here may be higher or lower than overall.

`O=S(=O)(c1ccc(F)cc1)c1nc(-c2ccco2)oc1Nc1ccccc1` gave NOD2 inhibition -10%, WT yeast gro inh 35, bCat nuc transl 0.2, Yfh1-depleted yeast inactive, Autophagy HCS inactive, Insulin prom up -0.49, MT stabilizer 3.5, Lipid droplet -3, Dynein cargo inh 0.81, WT yeast gro inh mutant strain -17, Dynein cargo inh cytoplasmic EGFP -0.11, Dynein cargo inh nuclear GR-EGFP 0.3, Dynein cargo inh cell count -0.29, Insulin prom up cell count 1274, Lipid droplet cells 6.5 µM 387, bCat nuc transl cell count 5 µM 973, MT stabilizer Hoechst-high % 1.8, MT stabilizer cytotoxicity % 5.4 and Autophagy HCS cell loss 18 h 8.
CCn1c(CCn2c3ccccc3c3ccccc32)n[nH]c1=S was read as NOD2 inhibition -9%, WT yeast gro inh -3, bCat nuc transl -0.9, Yfh1-depleted yeast inactive, Autophagy HCS inactive, Insulin prom up 0.19, MT stabilizer 3.8, Lipid droplet 0, Dynein cargo inh -0.7, WT yeast gro inh mutant strain 3, Dynein cargo inh cytoplasmic EGFP -0.23, Dynein cargo inh nuclear GR-EGFP -0.39, Dynein cargo inh cell count 0.54, Insulin prom up cell count 1188, Lipid droplet cells 6.5 µM 757, bCat nuc transl cell count 5 µM 506, MT stabilizer Hoechst-high % 2.5, MT stabilizer cytotoxicity % 6.7 and Autophagy HCS cell loss 18 h 10.
O=C(CCCN1C(=O)c2cccc3cccc(c23)C1=O)N1CCN(Cc2ccc3c(c2)OCO3)CC1 was read as NOD2 inhibition 5%, WT yeast gro inh -1, bCat nuc transl -0.5, Yfh1-depleted yeast inactive, Autophagy HCS inactive, Insulin prom up 0.9, MT stabilizer 2.6, Dynein cargo inh 0.11, WT yeast gro inh mutant strain -11, Dynein cargo inh cytoplasmic EGFP -0.2, Dynein cargo inh nuclear GR-EGFP -0.27, Dynein cargo inh cell count -0.011, Insulin prom up cell count 637, bCat nuc transl cell count 5 µM 1479, MT stabilizer Hoechst-high % 2.1, MT stabilizer cytotoxicity % 5.4 and Autophagy HCS cell loss 18 h 20.
`COC(=O)c1ccc(NC(=O)CSc2nnnn2C2CCCCC2)cc1` gave NOD2 inhibition 15%, WT yeast gro inh 9, bCat nuc transl -0.6, Yfh1-depleted yeast inactive, Autophagy HCS inactive, Insulin prom up 1.7, MT stabilizer 2.7, Lipid droplet -5, Dynein cargo inh 1.4, WT yeast gro inh mutant strain -7, Dynein cargo inh cytoplasmic EGFP -0.14, Dynein cargo inh nuclear GR-EGFP 1, Dynein cargo inh cell count -2.2, Insulin prom up cell count 1203, Lipid droplet cells 6.5 µM 756, bCat nuc transl cell count 5 µM 1095, MT stabilizer Hoechst-high % 1.3, MT stabilizer cytotoxicity % 6.2 and Autophagy HCS cell loss 18 h -2.
`CC(/C=C/C=C/c1ccccc1)=N/NC(=O)c1ccc2c(c1)OCCO2` gave NOD2 inhibition 8%, bCat nuc transl -2.2, Yfh1-depleted yeast inactive, Insulin prom up -0.08, Lipid droplet 0, Dynein cargo inh 0.88, Dynein cargo inh cytoplasmic EGFP -0.27, Dynein cargo inh nuclear GR-EGFP 0.39, Dynein cargo inh cell count -1.1, Insulin prom up cell count 1403, Lipid droplet cells 6.5 µM 667 and bCat nuc transl cell count 5 µM 1167.
For O=C(CN(Cc1ccccc1)C(=O)c1ccco1)NCc1ccc(F)cc1 the results were NOD2 inhibition -8%, WT yeast gro inh -13, bCat nuc transl -0.4, Yfh1-depleted yeast inactive, Autophagy HCS inactive, MT stabilizer 2.8, Dynein cargo inh 1.5, WT yeast gro inh mutant strain 3, Dynein cargo inh cytoplasmic EGFP -0.16, Dynein cargo inh nuclear GR-EGFP 1.2, Dynein cargo inh cell count -1.2, bCat nuc transl cell count 5 µM 921, MT stabilizer Hoechst-high % 2.3, MT stabilizer cytotoxicity % 6.7 and Autophagy HCS cell loss 18 h 7.
For CCCn1c(N)c(C(=O)CSc2nc3ccccc3c(=O)n2Cc2ccccc2)c(=O)[nH]c1=O the results were NOD2 inhibition 37%, WT yeast gro inh -4, bCat nuc transl 1.7, Yfh1-depleted yeast inactive, Autophagy HCS inactive, Insulin prom up -0.54, MT stabilizer 3.1, Lipid droplet 2, Dynein cargo inh 0.12, WT yeast gro inh mutant strain -18, Dynein cargo inh cytoplasmic EGFP -0.035, Dynein cargo inh nuclear GR-EGFP 0.18, Dynein cargo inh cell count 0.81, Insulin prom up cell count 1260, Lipid droplet cells 6.5 µM 666, bCat nuc transl cell count 5 µM 923, MT stabilizer Hoechst-high % 2.9, MT stabilizer cytotoxicity % 11 and Autophagy HCS cell loss 18 h 18.
COCCCN(C(C)=O)c1nc(-c2ccc(OC)cc2)cs1 was read as NOD2 inhibition -16%, WT yeast gro inh -27, bCat nuc transl 0.5, Yfh1-depleted yeast inactive, Autophagy HCS inactive, Insulin prom up 1.6, MT stabilizer 23*, Dynein cargo inh 1.5, WT yeast gro inh mutant strain -5, Dynein cargo inh cytoplasmic EGFP 0.014, Dynein cargo inh nuclear GR-EGFP 1.3, Dynein cargo inh cell count -0.84, Insulin prom up cell count 1118, bCat nuc transl cell count 5 µM 1045, MT stabilizer Hoechst-high % 20*, MT stabilizer cytotoxicity % 49* and Autophagy HCS cell loss 18 h 12.
COc1ccc(C2CC(C(F)(F)F)n3nc(C(=O)O)cc3N2)cc1OC (stereo not drawn) was read as NOD2 inhibition 13%, WT yeast gro inh 1, bCat nuc transl -0.5, Yfh1-depleted yeast inactive, Autophagy HCS inactive, Insulin prom up -0.03, MT stabilizer 2.5, Dynein cargo inh -0.75, WT yeast gro inh mutant strain -13, Dynein cargo inh cytoplasmic EGFP -0.31, Dynein cargo inh nuclear GR-EGFP -0.071, Dynein cargo inh cell count 0.7, Insulin prom up cell count 1408, bCat nuc transl cell count 5 µM 1409, MT stabilizer Hoechst-high % 1.9, MT stabilizer cytotoxicity % 13 and Autophagy HCS cell loss 18 h 14.
C#Cc1ccc([C@@H]2C=C(C(=O)NCc3ccccc3)O[C@H](OCC)[C@H]2CCCO)cc1 was read as NOD2 inhibition 3%, WT yeast gro inh 3, bCat nuc transl -0.3, Yfh1-depleted yeast inactive, Autophagy HCS inactive, MT stabilizer 2.1, Lipid droplet -1, Dynein cargo inh 0.28, WT yeast gro inh mutant strain -8, Dynein cargo inh cytoplasmic EGFP -0.22, Dynein cargo inh nuclear GR-EGFP 0.58, Dynein cargo inh cell count -0.94, Lipid droplet cells 6.5 µM 690, bCat nuc transl cell count 5 µM 1108, MT stabilizer Hoechst-high % 1.5, MT stabilizer cytotoxicity % 4.9 and Autophagy HCS cell loss 18 h -8.
For Cc1ccc(N2C(=O)C3ON(c4ccccc4)C(c4ccncc4)C3C2=O)cc1 (stereo not drawn) the results were NOD2 inhibition 5%, WT yeast gro inh -13, bCat nuc transl -5.3, Yfh1-depleted yeast inactive, Autophagy HCS inactive, Insulin prom up 0.13, MT stabilizer 3.5, Lipid droplet 3, Dynein cargo inh -0.065, WT yeast gro inh mutant strain -2, Dynein cargo inh cytoplasmic EGFP -0.26, Dynein cargo inh nuclear GR-EGFP -0.44, Dynein cargo inh cell count 0.6, Insulin prom up cell count 1058, Lipid droplet cells 6.5 µM 754, bCat nuc transl cell count 5 µM 1143, MT stabilizer Hoechst-high % 2.8, MT stabilizer cytotoxicity % 13 and Autophagy HCS cell loss 18 h 14.
`CNC(=O)NC(=O)C(C)OC(=O)c1ccc(Cl)c(S(=O)(=O)Nc2ccc(F)cc2)c1` (stereo not drawn) gave NOD2 inhibition 19%, bCat nuc transl 1.6, Yfh1-depleted yeast inactive, Insulin prom up -0.08, Lipid droplet -4, Dynein cargo inh -0.48, Dynein cargo inh cytoplasmic EGFP -0.23, Dynein cargo inh nuclear GR-EGFP -0.3, Dynein cargo inh cell count 0.23, Insulin prom up cell count 1299, Lipid droplet cells 6.5 µM 695 and bCat nuc transl cell count 5 µM 1139.
COC(=O)CCNc1n[nH]c(=O)[nH]c1=O was read as NOD2 inhibition -12%, WT yeast gro inh 2, bCat nuc transl -5.2, Yfh1-depleted yeast inactive, Autophagy HCS inactive, Insulin prom up 0.17, MT stabilizer 2.5, Lipid droplet -12, Dynein cargo inh -0.81, WT yeast gro inh mutant strain -7, Dynein cargo inh cytoplasmic EGFP -0.24, Dynein cargo inh nuclear GR-EGFP -0.46, Dynein cargo inh cell count 1.2, Insulin prom up cell count 1655, Lipid droplet cells 6.5 µM 605, bCat nuc transl cell count 5 µM 1154, MT stabilizer Hoechst-high % 2.4, MT stabilizer cytotoxicity % 3.3 and Autophagy HCS cell loss 18 h -7.
CN(c1ccccc1)S(=O)(=O)c1cccc(NC(=O)CSc2ncn[nH]2)c1 was read as NOD2 inhibition 10%, WT yeast gro inh -8, bCat nuc transl -1.7, Yfh1-depleted yeast inactive, Autophagy HCS inactive, Insulin prom up 0.02, MT stabilizer 4.1, Lipid droplet -2, Dynein cargo inh 0.52, WT yeast gro inh mutant strain 13, Dynein cargo inh cytoplasmic EGFP -0.28, Dynein cargo inh nuclear GR-EGFP 0.54, Dynein cargo inh cell count -0.63, Insulin prom up cell count 827, Lipid droplet cells 6.5 µM 653, bCat nuc transl cell count 5 µM 1011, MT stabilizer Hoechst-high % 3.3, MT stabilizer cytotoxicity % 4.6 and Autophagy HCS cell loss 18 h -1.
